# HePTP inh – inhibitors of human HePTP phosphatase, primary screen, biochemical, absorbance, leukemia target. Tyrosine-protein phosphatase non-receptor type 7 (Homo sapiens), P35236. recombinant HePTP phosphatase activity, OD absorbance. inhibition, % at 20 µM. hit rate 0.64% among 110,000. AID 521, 2006; in the data active = inhibition above about 50%;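 note: plate controls were vehicle for no effect and reference inhibitor for full effect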
# Target sequence (P35236 whole entry, looked up): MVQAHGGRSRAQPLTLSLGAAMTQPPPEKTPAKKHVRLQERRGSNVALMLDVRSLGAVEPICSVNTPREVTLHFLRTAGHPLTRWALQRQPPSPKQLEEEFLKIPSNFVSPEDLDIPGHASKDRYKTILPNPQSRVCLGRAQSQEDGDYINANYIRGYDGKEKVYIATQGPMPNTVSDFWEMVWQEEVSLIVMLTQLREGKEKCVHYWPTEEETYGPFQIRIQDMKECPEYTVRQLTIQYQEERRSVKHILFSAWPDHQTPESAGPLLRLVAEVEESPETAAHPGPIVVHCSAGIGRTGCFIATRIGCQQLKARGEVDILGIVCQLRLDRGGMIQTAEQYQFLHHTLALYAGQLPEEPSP
# BAP1 block – inhibitors of BAP1 deubiquitinase, primary screen, biochemical, Ub-AMC fluorescence, kinetic | Ubiquitin carboxyl-terminal hydrolase BAP1 (Homo sapiens), Q92560 | recombinant BAP1, Ub-AMC hydrolysis fluorescence kinetic; stronger effect = lower value | activity remaining (% of control), % at 20 µM | hit rate 0.48% among 72,000;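 active = activity remaining at or below 50% of control, provided the compound also passes the data quality filters; inactive = the rest, including low values that fail the filters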;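 note: 100% = DMSO wells rate and 0% = substrate alone blank rate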
# Target sequence (Q92560 whole entry, looked up): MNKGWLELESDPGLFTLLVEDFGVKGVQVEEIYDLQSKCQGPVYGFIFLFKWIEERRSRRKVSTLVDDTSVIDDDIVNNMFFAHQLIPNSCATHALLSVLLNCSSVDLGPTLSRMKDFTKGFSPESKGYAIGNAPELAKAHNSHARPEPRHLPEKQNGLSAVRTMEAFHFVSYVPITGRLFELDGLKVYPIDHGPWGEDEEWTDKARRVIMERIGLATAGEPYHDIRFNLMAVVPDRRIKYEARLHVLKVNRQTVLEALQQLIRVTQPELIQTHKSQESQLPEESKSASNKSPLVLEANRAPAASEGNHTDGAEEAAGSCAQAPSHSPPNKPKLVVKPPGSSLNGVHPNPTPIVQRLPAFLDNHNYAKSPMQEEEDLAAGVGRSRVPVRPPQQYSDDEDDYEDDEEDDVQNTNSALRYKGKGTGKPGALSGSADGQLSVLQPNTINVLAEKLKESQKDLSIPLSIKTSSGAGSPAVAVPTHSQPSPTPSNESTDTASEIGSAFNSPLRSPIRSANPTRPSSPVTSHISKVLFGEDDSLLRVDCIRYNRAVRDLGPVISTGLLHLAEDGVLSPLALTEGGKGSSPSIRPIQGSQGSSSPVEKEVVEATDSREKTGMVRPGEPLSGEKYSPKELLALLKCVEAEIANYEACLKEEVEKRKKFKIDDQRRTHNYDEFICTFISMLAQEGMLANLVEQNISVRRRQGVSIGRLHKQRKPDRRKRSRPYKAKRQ
# The depositor's hits bear a star; i = inactive; x = not tested or not shown; & = joins results of further samples.
SMILES,HePTP inh,BAP1 block
Cn1cnnc1SCc1ccccc1Br,12.3,114.2
COC(=O)c1c(NC(=O)c2ccco2)sc2c1CCC2,4.3,x
O=[N+]([O-])c1ccc(C(O)C23CN4CN(CN(C4)C2)C3)cc1 (stereo unspecified),5.7,x
COCCNC(=O)C(c1ccco1)N(Cc1ccc(OC)cc1)C(=O)Cn1nnc2ccccc21 (stereo unspecified),-4.7,71.1
COc1cc(/C=C2\C(=O)NN(c3ccccc3)C2=O)ccc1OCCOc1ccc(C)cc1,2.7,x
CCOC(=O)CSc1nc2c(c(=O)n(C)c(=O)n2C)n1Cc1ccccc1F,-1.9,103.3
CCn1c2ccccc2c2cc(NC(=O)COc3ccccc3Cl)ccc21,7.5,x
COc1ccc(N2CCN(Cc3nc(N)nc(N4CCCc5ccccc54)n3)CC2)cc1,-0.3,96.2
CC1CCCCC1NC(=O)COC(=O)c1ccc(S(=O)(=O)N2CCOCC2)cc1 (stereo unspecified),7.3,102.8
C=CCn1c(SCC(=O)Nc2cc(C)nn2-c2ccccc2)nnc1C1CCCCC1,3.9,x
O=S(=O)(c1ccc2c(c1)oc1ccccc12)N1CCOCC1,8.6,40.8*
CCSCCOC(=O)C1=C(C)NC2=C(C(=O)CC(C)(C)C2)C1c1ccc(C)s1 (stereo unspecified),x,121.0
O=C(NCc1ccco1)c1cnn2c(C(F)(F)F)cc(-c3ccco3)nc12,4.7,67.2
O=C(NNc1nc(-c2ccccc2)cc(-c2ccc(F)cc2)n1)c1cccc([N+](=O)[O-])c1,8.0,x
CCn1c(SCC(=O)NCCc2ccc(F)cc2)nnc1-c1cccs1,4.6,98.5
COc1cc(OC)c(NC(=O)CCNC(=O)Cn2cnc3ccccc3c2=O)cc1Cl,4.2,96.8
O=C(/C=C/c1ccccc1)NCC1(c2ccccc2)CCOCC1,-0.2,x
CCOC(=O)Cc1nnc(NC(=O)c2ccc([N+](=O)[O-])cc2)s1,x,94.4
Cc1ccc(Cn2ccc(NC(=O)c3cc(-c4ccccc4)on3)n2)cc1,4.3,x
COc1cccc(-c2nnc(NC(=O)Nc3cccc(Cl)c3)s2)c1,x,53.3
Cc1ccc2[nH]c(=O)c(CN(CCN3CCOCC3)C(=O)Nc3ccc(F)cc3)cc2c1,2.3,98.3
COc1ccc(CCNC(=O)c2cnc3n(c2=O)CCS3)cc1OC,x,101.8
COc1cc(N)c(C(c2ccc(C)o2)c2ccc(C)o2)cc1OC,6.9,x
C(#CCn1c2ccccc2c2ccccc21)CN1CCOCC1,-9.5,x
CCC(C)N(C)C(=O)c1cc2ccccc2c(-c2ccccc2Cl)n1 (stereo unspecified),x,85.2
CC(/C=C/c1ccccc1)=N/O,-8.9,90.5
CCOC(=O)c1ccccc1NC(=O)CCc1ccccc1,-11.2,x
COCCc1ccc(OCC(O)CNC(C)C)cc1 (stereo unspecified),8.6,50.2&97.6
COc1ccc(N2CCN(C(=O)CSc3nnc4ncccn34)CC2)cc1,-0.5,x
COC(=O)C1=C(C)N(C)C(C)=C(C(=O)OC)C1c1ccc(Cl)c(Cl)c1,6.1,x
Nc1nc(-c2ccc(Br)cc2)cs1,4.2,113.2
CC1CN(c2nc3c(c(=O)n(Cc4ccc(Cl)c(Cl)c4)c(=O)n3C)n2C)CC(C)O1 (stereo unspecified),8.5,99.1
CCOC(=O)c1cc(CC)sc1NC(=O)c1cccc(OCC)c1,-7.2,x
Cc1ccc(CN2CCN(CC(=O)N3CCC(C(N)=O)CC3)C2=O)cc1,5.4,100.5
COc1ccc(CCNC(=O)CN2C(=O)c3ccccc3S2(=O)=O)cc1OC,11.4,100.6
c1ccc(CCCN2CCN(C3CCN(Cc4ccccc4)CC3)CC2)cc1,5.4,x
NC(=O)CSc1nnc(-c2ccncc2)n1-c1ccc(Cl)cc1,-3.1,106.8
CCCCOc1cccc(NC(=O)c2ccccc2OC)c1,x,60.2
S=c1[nH]cnc2sc3c(c12)CCC3,6.0,x
O=C1NN(c2ccc(F)cc2)C(=O)/C1=C\c1ccc(-c2cccc(C(=O)O)c2)o1,102.4*,x

# Sorted by value in HePTP inh (falling): 3 from the list above.
SMILES,HePTP inh,BAP1 block
COC(=O)C1=C(C)N(C)C(C)=C(C(=O)OC)C1c1ccc(Cl)c(Cl)c1,6.1,x
C=CCn1c(SCC(=O)Nc2cc(C)nn2-c2ccccc2)nnc1C1CCCCC1,3.9,x
CC(/C=C/c1ccccc1)=N/O,-8.9,90.5

# Shown with two lines to a compound: entries from further up
# Every second line gives: HePTP inh, BAP1 block
- COc1ccc(N2CCN(C(=O)CSc3nnc4ncccn34)CC2)cc1
    -0.5, x
- S=c1[nH]cnc2sc3c(c12)CCC3
    6.0, x
- CCC(C)N(C)C(=O)c1cc2ccccc2c(-c2ccccc2Cl)n1 (stereo unspecified)
    x, 85.2
- CCCCOc1cccc(NC(=O)c2ccccc2OC)c1
    x, 60.2
- COCCc1ccc(OCC(O)CNC(C)C)cc1 (stereo unspecified)
    8.6, 50.2&97.6
- CC(/C=C/c1ccccc1)=N/O
    -8.9, 90.5

# Remaining list, next part
SMILES,HePTP inh,BAP1 block
CCn1c(SCC(=O)Nc2oc(-c3ccccc3)c(-c3ccccc3)c2C#N)nnc1-c1ccco1,7.8,x
COc1ccc(Cl)cc1C(=O)Nc1ccc(-c2nc3ccccc3[nH]2)cc1,4.8,x
NS(=O)(=O)c1cccc(NC(=O)c2cccc(OCc3ccccc3)c2)c1,3.0,x
C(=NN1CCN(Cc2ccccc2)CC1)c1cccnc1,-4.6,x
COc1ccc(C2C3=C(CC(C)(C)CC3=O)N(CCN3CCOCC3)C3=C2C(=O)CC(C)(C)C3)cc1,-7.3,73.6
CCOC(=O)C1=C(C)N(c2ccc(OCC)cc2)C(=O)C1,9.5,x
O=C1C=C(Nc2ccc(O)cc2)CC(c2ccccc2)C1 (stereo unspecified),-4.1,x
O=C(NC1CS(=O)(=O)CC1NCc1ccccc1)c1ccccc1 (stereo unspecified),8.6,94.4
CN(Cc1ccccc1)C(=O)c1cc2ccccc2o1,-0.6,x
Cc1c(OCC(=O)OCc2ccccc2)ccc2c3c(c(=O)oc12)CCC3,4.8,x
COc1cc(C(=S)N2CCCCC2)ccc1OC(=O)c1ccc(C)cc1,x,249.5
Cc1c(CCC(=O)O)c(=O)oc2cc(O)ccc12,-1.8,x
O=C(NCCN1CCN(S(=O)(=O)c2ccc([N+](=O)[O-])cc2)CC1)C(=O)Nc1ccccc1,6.6,x
O=C(CC1Nc2ccccc2NC1=O)NC1CCCCC1 (stereo unspecified),2.5,77.9
Cc1nc(NCCCn2ccnc2)c2oc3ccccc3c2n1,7.4,101.8
Cc1c(NC(=O)CCC(=O)O)c(=O)n(-c2ccccc2)n1C,x,66.8
CC(=O)Nc1ccc(Nc2ncnc3c2cnn3-c2ccccc2)cc1,1.3,93.8
O=C(Nc1ccc(F)cc1F)c1ccco1,5.6&5.9,100.3
COc1ccc(C2CC(c3cccc(OC)c3)n3nc(N)nc3N2)cc1 (stereo unspecified),-0.4,106.8
CN(c1cccc(NC(=O)c2ccccc2N(C)S(C)(=O)=O)c1)S(C)(=O)=O,2.3,83.4
O=C(COc1ccccc1[N+](=O)[O-])Nc1ccc(OC(F)(F)F)cc1,0.6,x
Cn1c(=O)c2c(nc(NC3CCCCC3)n2CC(=O)C23CC4CC(CC(C4)C2)C3)n(C)c1=O,5.2,65.9
O=C(NCCOc1ccccc1)c1sc2ccccc2c1Cl,7.1,x
CCC(C)c1ccc(NC(=O)/C=C/c2cccc([N+](=O)[O-])c2)c(O)c1 (stereo unspecified),2.6,x
COc1cccc(/C=C(\C#N)c2nc3ccccc3[nH]2)c1OCC#N,-8.9,x
Cc1nn(CCO)c2c1C(=O)CCC2,-1.1,69.0
Cc1nc(Nc2ccc(F)cc2)c2oc3ccccc3c2n1,x,78.3
Cc1ccc(-c2ccc(OCC(=O)N3CCOCC3)cc2)cc1,16.4&-0.4,108.6
O=C(NCc1ccccc1)N1CCC(c2nc3ccccc3[nH]2)CC1,1.0,96.2
Cc1cccc(NC(=O)c2ccccc2[N+](=O)[O-])n1,x,81.9
CN(C)c1cccc(C(=O)Nc2ccncc2)c1,5.9,x
Cc1ccc(C(=O)OCC(=O)c2ccc(Cl)s2)s1,-2.1,89.3
Cc1cc(NC(=O)Nc2ccc(F)c(Cl)c2)no1,10.0,100.9
Cc1ccc(N2Cc3ccccc3OC(C)C2=O)cc1 (stereo unspecified),6.9,99.0
COc1ccccc1-n1nnnc1SCc1ccccc1,4.4,61.5
Cc1ccc(-c2noc(CN3CCN(c4ccccc4F)CC3)n2)cc1,5.9,97.1
CCOc1ccc(/C=C2/SC(=O)N(CNc3cccc(Br)c3)C2=O)cc1,6.0,x
Fc1ccc(-c2ccc(/C=N/n3cnnc3)o2)cc1,6.1,x
O=C(c1ccc2c(c1)OCCO2)C1CCN(C(=O)c2ccc(F)cc2)CC1,15.6,101.3
O=C(Cn1c(NCCO)nc2ccccc21)c1cccc([N+](=O)[O-])c1,-20.1,x

# Structures above shown as hits in BAP1 block.
SMILES,HePTP inh,BAP1 block
O=S(=O)(c1ccc2c(c1)oc1ccccc12)N1CCOCC1,8.6,40.8*

# More entries
SMILES,HePTP inh,BAP1 block
CCCCCN1C(=O)/C(=C2\SC(=S)N(NC(C)=O)C2=O)c2ccccc21,-3.5,x
CN1C(=O)N(C)C2(c3ccccc3)N(C)C(=O)NC12c1ccccc1 (stereo unspecified),-8.9,80.1
COCC(=O)Nc1nc2n(n1)C(c1ccc(OC)cc1)CC(c1ccc(OC)cc1)N2 (stereo unspecified),-4.2,91.4
COc1ccc(CCn2c(N)c(C(=O)NCc3ccco3)c3nc4ccccc4nc32)cc1OC,4.3,75.4
CCC(=O)N(c1ccc(F)cc1)C1C=CS(=O)(=O)C1 (stereo unspecified),1.6,90.9
Cc1ccc2c(c1)c(-c1ccccc1)nc1nnnn12,2.1,x
CN1CCN(c2c(CN3CCCC3)c(=O)oc3ccccc23)CC1,x,58.0
CCOc1cc(OCC)cc(C(=O)Nc2cc(-c3nc4ccccc4s3)ccc2Cl)c1,-7.2,x
CC(C)N1C(C)CC(O)N1C(=O)CC#N (stereo unspecified),-14.7,x
O=C(CSc1nc2ccccc2s1)Nc1cc2c(cc1Br)OCCO2,-10.4,x
Cc1ccc(C)c(N2CCN(c3ncnc4c3cnn4-c3ccccc3)CC2)c1,-4.8,91.5
Cn1c(=O)c2c(nc(N3CCOCC3)n2CC(=O)C23CC4CC(CC(C4)C2)C3)n(C)c1=O,4.0,x
Cc1cc(=O)oc(C)c1C(=O)NCCc1ccccc1,16.0,158.6
CCCC(=O)Nc1cccc(NC(=O)c2cc(Br)ccc2I)c1,-9.8,x
CNC(=O)C(=O)NCCc1ccccc1,2.1,x
COc1ccc(C2SCC(=O)N2c2c(C)n(C)n(-c3ccccc3)c2=O)cc1OC (stereo unspecified),8.6,x
Cc1nc(CSc2nnc3scc(-c4ccccc4)n23)cs1,-2.1,102.1
Cc1cccc(-n2nc3c(c2NC(=O)c2ccco2)CSC3)c1,x,72.8
O=C1C(Cl)=C(N2CCN(Cc3ccccc3)CC2)C(=O)N1c1ccccc1,-0.4,84.9
COc1ccc(CNC(=O)c2ccc(NS(=O)(=O)c3c(C)noc3C)cc2)cc1,1.6,95.2
CCOC(=O)N1CCC(NS(=O)(=O)c2ccc3c(c2)OCC(=O)N3)CC1,4.8,84.2
CC1CN(S(=O)(=O)c2ccc(Cl)c(C(F)(F)F)c2)CC(C)O1 (stereo unspecified),3.2,61.4
Cc1c(NS(=O)(=O)c2cccs2)c(=O)n(-c2ccccc2)n1C,-5.5&0.2,99.8
CNC(=O)c1c(-c2ccccc2)c2cc(OC)ccc2n1CCN(C)C,x,171.5
Cc1cc(NC(=O)CCN2C(=O)c3ccccc3C2=O)no1,-0.6,99.9
Nc1nonc1/C(=N\OC(=O)Nc1ccccc1)N1CCOCC1,5.3,x
CCOc1cc(/C=C2/SC(=S)N(CC)C2=O)ccc1OCc1ccc(Cl)c(Cl)c1,-15.5,x
Cc1ccc2cc(CCNC(=O)C(C)C)c(=O)[nH]c2c1,11.9,99.9
Cc1nc2ncnn2c(C)c1CCC(=O)Nc1ccc(S(=O)(=O)N2CCCCCC2)cc1,2.7,79.4
O=C(CN1CCOCC1)NCCNC(=O)c1ccccc1,-4.0,x
Cc1cccc(C)c1NC(=O)CN(c1ccc(F)cc1)S(=O)(=O)c1ccccc1,-17.6,x
COc1ccc(CCNS(=O)(=O)c2ccc3c(c2)oc(=O)n3C)cc1OC,7.6,101.0
Cc1cc(Cl)ccc1OCC(=O)NCCO,4.7,107.5
CCOC(=O)c1c(NC(=O)c2ccoc2C)sc2c1CCC2,8.9,i
CCOC(=O)C1=C(O)/C(=C/c2ccc(N(C)C)cc2)SC1=Nc1ccc(OC)cc1,1.8,x
O=C(CSc1cc(Cl)ccc1Cl)Nc1ccccc1[N+](=O)[O-],5.0,x
CCN(CC)C(=O)c1cnn(-c2ccccc2)c1NC(=O)c1cccc(F)c1,1.6,x
O=[N+]([O-])c1ccc(N2CCN(S(=O)(=O)Cc3ccccc3)CC2)cc1NC1CC1,-5.7,x
CO/N=C(\C(=O)N[C@@H]1C(=O)N2C(C(=O)O)=C(COC(C)=O)CS[C@H]12)c1csc(N)n1 (stereo in doubt),x,85.7
CCOCCCNC(=O)C1CCN(S(=O)(=O)CC)CC1,6.6,106.4
COc1ccc(C(=O)Nc2cc(Cl)ccc2Cl)cc1NC(=O)c1ccccc1C,-1.0,x

# Compound activity: PubChem, several laboratories
